Source: PubChem BioAssay
POLB inh: blocks human DNA polymerase beta activity; Potency, µM (titrated, usually from 114 µM), for the others: at the top dose activity change, negative = inhibition, hits mostly inhibitors; P06746; Pol beta primer extension/strand displacement, fluorescence kinetic; hit rate 1.3% among 340,000; also: potency is read from the fitted curve at half-maximal effect; % is scaled to controls: 0 for no effect and ±100 for the full control effect
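Reaction started by 50 nM substrate onto compound-treated Pol beta (10 nM, 15 min preincubation, room temperature); plates read at 0 min and 10 min. Normalized concentration-effect data fitted by four-parameter Hill equation.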
BLM inh: inhibitors of human Bloom syndrome helicase BLM; P54132; recombinant BLM DNA unwinding, fluorescence dequenching; Potency, µM (highest dose often 56.1 µM), for inactives: at the top dose activity change, negative = inhibition, hits mostly inhibitors; hit rate 0.2% among 350,000;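 also: potency is read from the fitted curve at half-maximal effect; plate controls were vehicle for no effect and no enzyme for full effect; nearly all actives have a fitted effect of over 35% in size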
Target sequence (P54132 whole entry, looked up): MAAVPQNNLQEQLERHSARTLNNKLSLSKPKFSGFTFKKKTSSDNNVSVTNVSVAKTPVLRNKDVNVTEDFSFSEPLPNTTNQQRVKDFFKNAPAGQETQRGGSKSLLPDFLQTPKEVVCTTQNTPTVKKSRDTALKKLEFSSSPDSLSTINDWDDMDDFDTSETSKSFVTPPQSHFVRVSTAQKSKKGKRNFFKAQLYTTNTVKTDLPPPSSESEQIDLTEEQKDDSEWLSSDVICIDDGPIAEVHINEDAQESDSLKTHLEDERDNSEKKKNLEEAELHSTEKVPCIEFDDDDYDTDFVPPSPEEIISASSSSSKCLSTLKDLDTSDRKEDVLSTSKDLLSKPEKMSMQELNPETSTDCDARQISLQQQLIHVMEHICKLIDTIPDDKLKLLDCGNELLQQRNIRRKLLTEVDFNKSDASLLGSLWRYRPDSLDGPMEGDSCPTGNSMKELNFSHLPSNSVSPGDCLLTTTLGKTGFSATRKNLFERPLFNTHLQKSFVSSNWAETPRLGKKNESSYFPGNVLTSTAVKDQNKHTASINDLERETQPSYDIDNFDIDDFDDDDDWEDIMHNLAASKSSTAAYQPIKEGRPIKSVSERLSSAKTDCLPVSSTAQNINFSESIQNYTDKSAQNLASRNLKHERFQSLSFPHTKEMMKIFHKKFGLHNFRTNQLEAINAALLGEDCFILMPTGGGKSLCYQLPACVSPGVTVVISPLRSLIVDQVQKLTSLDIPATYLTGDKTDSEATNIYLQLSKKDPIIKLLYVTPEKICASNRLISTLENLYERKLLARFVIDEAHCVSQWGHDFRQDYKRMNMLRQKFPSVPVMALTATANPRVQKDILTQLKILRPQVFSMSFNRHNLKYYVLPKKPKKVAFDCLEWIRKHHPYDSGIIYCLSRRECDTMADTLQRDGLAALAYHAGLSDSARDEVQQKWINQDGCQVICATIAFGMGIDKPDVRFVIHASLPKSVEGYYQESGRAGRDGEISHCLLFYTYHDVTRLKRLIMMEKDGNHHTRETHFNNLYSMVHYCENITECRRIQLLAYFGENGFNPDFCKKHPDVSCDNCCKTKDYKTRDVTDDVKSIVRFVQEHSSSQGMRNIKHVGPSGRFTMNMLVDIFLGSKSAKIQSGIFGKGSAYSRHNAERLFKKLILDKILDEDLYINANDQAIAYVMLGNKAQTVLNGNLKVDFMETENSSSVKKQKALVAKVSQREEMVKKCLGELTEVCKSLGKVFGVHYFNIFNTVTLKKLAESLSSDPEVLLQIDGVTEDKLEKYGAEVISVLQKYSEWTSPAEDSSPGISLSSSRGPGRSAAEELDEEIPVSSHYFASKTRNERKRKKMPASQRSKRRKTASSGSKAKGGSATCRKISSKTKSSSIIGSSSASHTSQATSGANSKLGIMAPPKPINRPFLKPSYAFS
Pol iota inh: inhibitors of human DNA polymerase iota; Q9UNA4; Pol iota fluorescent replication assay, 10 min; Potency, µM (series often up to 115 µM), without a hit: at the top dose activity, negative = inhibition, most hits filed as inhibitors; hit rate 1% among 390,000; also: potency is read from the fitted curve at half-maximal effect
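Fluorescent replication assay read twice, at 0 min and 10 min after adding 50 nM (final) substrate. Enzyme (10 nM) and compounds were first incubated 15 min at room temperature; enzyme-free buffer wells were negative controls.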
POLK inh: DNA polymerase kappa (human) inhibition; Potency, µM (highest dose often 107 µM), without a hit: at the highest dose activity, negative = inhibition, hits mostly inhibitors; Q9UBT6; purified Pol kappa, fluorescent DNA synthesis assay, 10 min; hit rate 0.53% among 400,000; also: potency is read from the fitted curve at half-maximal effect; % is scaled to controls: 0 for no effect and ±100 for the full control effect
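10 nM Pol kappa was preincubated with compounds for 15 min at room temperature. Reaction started with 50 nM (final) substrate. Fluorescence read kinetically at 0 and 10 min.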
12-LOX inh: inhibitors of human 12S-lipoxygenase ALOX12 | Potency, µM (top dose mostly 108 µM), without a hit: at the top dose activity change, negative = inhibition, usual class: inhibitors | P18054 | hit rate 1.1% among 580,000 | purified 12hLO, xylenol orange hydroperoxide absorbance; also: potency is read from the fitted curve at half-maximal effect; % is scaled to controls: 0 for no effect and ±100 for the full control effect
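Hydroperoxide product was detected by ferrous iron/xylenol orange as the 573 to 405 nm absorbance ratio. Arachidonic acid at 40 uM (final) was turned over for 30 min at room temperature by 150 nM human 12hLO, pH 7.0 Hepes buffer, after 15 min compound preincubation.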
ERG Ets-DNA blk: blocks human ERG Ets domain binding to DNA; P11308; fluorescence polarization, His-ERG Ets domain / labelled DNA; Potency, µM (series often up to 76.9 µM), for the others: top-dose FP activity, negative = inhibition, usual class: inhibitors; hit rate 0.028% among 370,000; AID 624246; active = well fitted inhibition curve with a large enough effect in the polarisation, with a control signal flat; inconclusive = small, poorly fitted or top-dose-only effect, or effect the other way, or a change in a side signal; inactive = no such curve, though single readings can be large or run the other way; the % refers to the polarisation;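 also: polarization taken with two DNA probes labelled with fluorescein and Texas red; potency is read from the fitted curve at half-maximal effect; % of control where 0% means no effect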
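His-tagged ERG Ets domain (1 uM in the protein solution; 300mM KCl, 50mM Tris-HCl, 1mM EDTA, 1mM DTT, pH 7.5) received compound, then a probe mix of 5 nM fluorescein-DNA and 100nM Texas-615-DNA. Fluorescence polarization was read for both dyes.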
TRHR ag: agonists of human TRH receptor; P34981; TRHR cells, calcium flux fluo-8, FDSS agonist mode; activation, % at 2 µM; hit rate 0.18% among 360,000; in the data active = activation above about 30%; also: 0% is about no effect
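TRHR-expressing cells loaded with fluo-8 calcium dye; 23 nL library compound pin-transferred, kinetic FDSS fluorescence (Ex 480/Em 530) recorded about 180 s for agonist-induced calcium release, before a 10 nM TRH EC20 addition for potentiator mode.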
Apoferritin bind: binds horse apoferritin like a general anesthetic; apoferritin/1-aminoanthracene competitive binding, fluorescence; Potency, µM (titrated, usually from 77.5 µM), for inactives: at the highest dose activity change, negative = displacement, usual class: inhibitors; hit rate 0.074% among 350,000; also: potency is read from the fitted curve at half-maximal effect; % is scaled to controls: 0 for no effect and ±100 for the full control effect; nearly all actives have a fitted effect of over 20% in size
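Horse-spleen apoferritin (10 uM) was mixed with 50% saturated 1-aminoanthracene in PBS, exposed to compounds for 10 min at room temperature, and read for fluorescence (ex 380 nm, em 535 nm). Competitive displacement was fitted with a four-parameter Hill equation.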
APE1 inh: APE1 (human) endonuclease inhibition | hit rate 0.35% among 350,000 | recombinant APE1, TAMRA/BHQ-2 abasic DNA cleavage fluorescence | Potency, µM (highest dose often 65.8 µM), for inactives: top-dose activity change, negative = inhibition, hits mostly inhibitors | AID 2517;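 also: potency is read from the fitted curve at half-maximal effect; plate controls were vehicle for no effect and reference inhibitor for full effect; nearly all actives have a fitted effect of over 55% in size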
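Quantitative HTS: incision of a TAMRA/BHQ-2 double-stranded substrate bearing a tetrahydrofuran abasic site by 0.75 nM APE1 raises fluorescence. Substrate 50 nM final, added after 15 min compound preincubation at room temperature; progress as third-minus-first kinetic read difference.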
* marks the source's active call; other numbers are inactive results; u = inconclusive; x = not tested or not shown; & = joins results of further samples; [ ] = remark or other dose. Unless noted, calls follow the shape of the dose curve; as a rule, active = well fitted curve in the direction sought with a large enough effect; inconclusive = small, poorly fitted or top-dose-only effect, or another doubt; inactive = no such curve, though single readings can be large; an effect the other way counts as inactive or inconclusive. The list is partial, so the mix of outcomes need not match the whole.

| compound | POLB inh | BLM inh | Pol iota inh | POLK inh | 12-LOX inh | ERG Ets-DNA blk | TRHR ag | Apoferritin bind | APE1 inh |
| --- | --- | --- | --- | --- | --- | --- | --- | --- | --- |
| Cc1ccnc(NC(=O)CCC(=O)N(CC(=O)NC(C)(C)C)Cc2ccc3c(c2)OCO3)c1 | 3% | 0% | 53%[activator] | -8% | -13% | 7% | 0.0 | -8% | 4% |
| CC1Cc2nc(SCC(=O)Nc3nccs3)n(C)c(=O)c2S1 (stereo not given) | -15% | -16% | -30% | 4% | -3% | 6% | -0.1 | -2% | 7% |
| O=C(NC1CC1)c1cc2cc(Br)ccc2s1 | -3% | -5% | 47%[activator] | -17% | 10% | 5% | -0.3 | 2% | 11% |
| O=C(NCCc1ccccc1)c1ccc2c(c1)N(Cc1ccccc1F)C(=O)c1ccccc1S2=O (stereo not given) | 39% | -7% | 14% | 2% | -1% | -1% | 0.6 | -6% | x |
| O=C(c1cccc(Cl)c1)N1CCN(Cc2ccc3c(c2)OCO3)CC1 | 9% | -1% | 12% | -5% | -15% | -2% | 0.5 | -9% | 4% |
| COc1ccc(N2CCN(C(=O)CN(c3ccc(OC)cc3)S(=O)(=O)c3ccccc3)CC2)cc1 | 3% | -9% | 0% | -22% | -14% | 16% | -0.2 | 35%[activator] | 10% |
| CC(C)(C)C(=O)Nc1ccc(S(=O)(=O)Nc2nccs2)cc1 | 0% | 0% | 4% | 4% | 30%[activator] | u | -0.1 | 0% | 50% |
| Cc1cccc(/N=C/c2c(O)cc(C)oc2=O)n1 | -18% | -3% | u | u | u | 15% | 12 | 7% | -4% |
| CCCNC(=O)C1CCC(CNS(=O)(=O)c2ccc3c(c2)N(C(C)=O)CCO3)CC1 (stereo not given) | -15% | 0% | 26% | -4% | 6% | -2% | 1.2 | -3% | 4% |
| COc1ccc(S(=O)(=O)N2CCCCC2)cc1NC(=O)CSc1nnc(C2CC2)n1C | x | x | -13% | -1% | 7% | 2% | -0.2 | x | 12% |
| CC(=O)NS(=O)(=O)c1ccc(NC(=O)c2oc3c(Cl)cccc3c2C)cc1 | -1% | -11% | 46%[activator] | -6% | x | 1% | 0.0 | 2% | 2% |
| CCC(=O)NNC(=S)NC(=O)c1ccc(C)cc1 | 11% | -1% | 59%[activator] | -11% | -27% | 7% | 0.6 | -2% | -3% |
| O=C(CSc1ncnc2c1cnn2CCc1ccccc1)Nc1ccc(F)cc1 | -10% | -5% | x | x | x | x | 1.5 | -11% | -1% |
| CC1Sc2ccc(C(=O)Nc3ccc(S(=O)(=O)N(C)C)cc3)cc2NC1=O (stereo not given) | x | x | 21% | -4% | u | 5% | 0.5 | x | 25% |
| C/C(=N\Nc1ccc(S(=O)(=O)N2CCOCC2)cc1[N+](=O)[O-])C(C)C | -10% | 5% | 149%[activator] | 1% | -5% | 8% | -0.9 | -17% | 14% |
| Cc1ccc(NC(=O)CCc2ccc(S(=O)(=O)N3CCOCC3)cc2)c(C)c1 | 1% | -5% | 0% | 7% | -2% | -1% | -0.5 | -13% | 11% |
| COC(=O)c1ccc(C(=S)N2CCOCC2)cc1 | 1% | -1% | 7% | -4% | u | 3% | 0.0 | -3% | -3% |
| Nc1nc(COC(=O)CCC(=O)c2ccccc2)nc(Nc2ccccc2)n1 | x | x | -8% | 2% | 20% | 9% | -0.3 | x | 37% |
| C=CC[C@@H](CC(=O)N[C@@H](CO)Cc1ccccc1)C(=O)N[C@H](COC(=O)[C@@H](CC=C)Cc1ccc(F)cc1)C(C)(C)C | x | x | u | -18% | -3% | 7% | x | x | -24% |
| COc1ccccc1CNC(=O)c1nn(-c2ccc(C)cc2)c(=O)c2c1c1ccccc1n2C | 14%&2% | -4%&-7% | 13%&8% | 5%&-15% | 0%&-12% | 6%&-1% | 1.6&-0.7 | -4%&-7% | 3% |
| COc1cccc(CNC(=O)c2c(C)nn(-c3cccc(C)c3)c2-n2cccc2)c1 | 0% | -4% | 22% | -5% | -12% | 0% | 0.5 | -2% | x |
| Cc1cc(Oc2ccc3ccccc3c2)nc(SCC(=O)c2ccccc2)n1 | 4% | -6% | 5% | -2% | 6% | -3% | 0.8 | -6% | 5% |
| COc1ccc(OCc2cc(C(=O)NCC3CCOCC3)no2)c(Cl)c1 | 28% | -1% | 34%[activator] | 0% | 3% | 1% | 0.0 | u | 46% |
| O=C(O)Cn1c(=O)c2c3c(sc2n(Cc2ccccc2F)c1=O)CCCC3 | 2% | -2% | 95%[activator] | -8% | -5% | 1% | 0.8 | -17% | 5% |
| Cc1ccc(NC(=O)CCCn2c(=O)c3cccn3c3ccccc32)c(Cl)c1 | 11% | -1% | 24% | 7% | -18% | -12% | -0.3 | -12% | x |
| CCOC(=O)[C@H]1[C@H]2COc3ccc(Cl)cc3[C@@H]2N2C(=O)c3cc(F)ccc3NC(=O)[C@@]12C | x | x | -4% | -7% | -12% | -1% | 0.2 | x | 21% |
| COc1ccccc1N1CCN(C(=O)CSc2nc(N)cc(=O)[nH]2)CC1 | 7% | -2% | -9%[58.9 µM] | -2% | -29% | -22% | 0.2 | -12% | 8% |
| O=C(c1ccccc1F)N1CCN(C2CCC(c3ccccc3)CC2)CC1 (stereo not given) | -15% | -5% | 143%[activator] | -1% | u | -12% | -0.7 | -14% | -4% |
| O=C(NCc1ccco1)c1ccc(Cl)c(S(=O)(=O)N2CCCC2)c1 | x | x | 35µM* | -28% | -24% | -9% | 0.2 | x | 25% |
| O=c1oc(CCCO)cc2ccc(C#CC3(O)CCCCC3)cc12 | x | x | -10% | -2% | 18% | -3% | 1.7 | x | -25% |
| COc1cccc(C(=O)Nc2nnc(-c3cccs3)s2)c1 | 2% | -2% | -4% | -13% | -7% | 1% | 2.8 | -5% | 2% |
| COc1ccc(-n2c(=S)[nH]c3sc4c(c3c2=O)CCc2ccccc2-4)cc1 | 29% | -4% | x | x | x | x | 0.8 | 0% | 2% |
| CCC(=O)c1ccc(OCC(O)CN2CCN(c3cccc(C(F)(F)F)c3)CC2)cc1 (stereo not given) | -17% | -9% | -8% | -21% | u | -3% | 0.3 | -11% | 0% |
| CCC(NC(=O)NCCCn1ccnc1)(C(F)(F)F)C(F)(F)F | 1% | 0% | 9% | -6% | -1% | 5% | 1.2 | -12% | 4% |
| CCC1=C2CC[C@H]3C(=O)N(c4ccccc4)C(=O)[C@H]3[C@H]2[C@@]2(C)C(=NCC(=O)OC)OC(=O)N2C1=O | u | 1%&-4% | -18% | -1% | 0% | -7% | 0.5 | -14%&-10% | -2%&0% |
| O=C(NC1CC(=O)N(c2ccccc2)C1)c1ccc(S(=O)(=O)N2CCOCC2)cc1 (stereo not given) | 30%[activator] | 0% | 11% | -7%[60.1 µM] | -7% | 2% | 0.3 | -4% | x |
| CCc1ccc(NC(=O)C(C)OC(=O)CN2C(=O)NC3(CCCC3)C2=O)cc1 (stereo not given) | x | x | 9% | -5% | 27% | -3% | 0.3 | x | -13% |
| Nc1c(C(=O)NC2CC2)sc2nc3c(c(-c4ccco4)c12)CC/C3=C/c1ccco1 | 0.63µM* | 5.6µM* | u | 0.71µM* | x | -6% | 1.0 | -7% | 3% |
| CNc1c(N=Cc2cccnc2)c(=O)n(C)c(=O)n1C | 31% | 3% | -3% | -12% | -11% | x | 0.6 | 4% | 0% |
| CC(NC(=S)N1CCOCC1)c1ccccc1 (stereo not given) | -1% | -3% | 5% | -11% | 11% | -19% | 0.0 | 2% | -1% |
| CC(NC(=O)c1cc2ccccc2oc1=O)c1ccccc1 (stereo not given) | u | -4% | 8% | -4% | 25%&27% | 26% | -0.8 | -14% | 3% |
| CCOc1c2ccc(C(=O)NCc3ccc(OC(F)(F)F)cc3)cc2nn1CC | 7% | -5% | 9% | -17% | u | -1% | -0.5 | -15% | -4% |
| COc1cccc(NC(=O)C2CCN(S(=O)(=O)c3c(C)noc3C)CC2)c1 | -4% | -2% | 22% | 4% | -10% | 4% | 0.1 | 3% | x |
| O=S(=O)(Nc1ccc(S(=O)(=O)N2CCOCC2)cc1)c1ccc(Br)cc1 | 31% | 1% | 78%[activator] | -3% | -22% | -6% | -1.3 | -4% | -2% |
| N#Cc1c(-c2ccco2)cc(C2CC2)nc1SCC(=O)c1ccccc1 | -22% | u | 10% | -5% | u | x | 1.1 | u | -5% |
| Cc1cc(=O)[nH]c(SCc2nc3ncccn3c2Br)n1 | -28% | -1% | 21% | -12% | -20% | 1% | -0.3 | 1% | 0% |
| COC(=O)c1ccccc1NC(=O)CN1CCC(NC(=O)c2ccccc2C)CC1 | -27% | -1% | 11% | -14% | -18% | -2% | -0.9 | -21% | 3% |
| N#Cc1ccc(COC(=O)c2ccc3c(=O)[nH]c(CN4CCOCC4)nc3c2)cc1 | 9% | -6% | 34%[activator] | 1% | -17% | -16% | 0.9 | -15% | -1% |
| CCOC(=O)C1(Cc2cccc(OC)c2)CCCN(CCO)C1 (stereo not given) | -4% | 0% | 39%[activator] | -4% | 4% | 3% | 0.9 | -3% | -4% |
| CC(=O)NCC(=O)OCC(=O)c1ccc2ccccc2c1 | 6% | 1% | 9% | 6% | 14% | 0% | 0.5 | 9% | 19% |
| CCN(CC)S(=O)(=O)c1ccc2[nH]cc(C(=O)NCCN3CCCCC3C)c(=O)c2c1 (stereo not given) | 14% | 0% | 5% | -8% | 9% | -12% | 0.2 | -12% | -2% |
